# NSD2 HMT inh: NSD2 (human) methyltransferase inhibition; inhibition, % at 12.5 µM; NSD2 peptide methylation, AlphaScreen, 120 min; 310,000 tested, 0.54% active; AID 743445; O96028; in the data active = inhibition above about 50%
# PvdQ inh: P. aeruginosa PvdQ acylase inhibition. purified PvdQ acylase, fluorescence plate reader. inhibition, % at 10 µM. 340,000 tested, 0.063% active; in the data active = inhibition above about 30%, passing the limit was not always enough; inconclusive = no clear call, values can overlap the other calls;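 note: 0% = vehicle neutral wells and 100% = reference inhibitor wells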
# cardiac RTF act: cardiac RTF calcium sensitization | P19429+P45379 | IANBD-labeled TnC RTF fluorescence at EC20 calcium; 0% EC20 calcium, 100% full calcium | activation, % at 7.2 µM | 340,000 tested, 0.24% active;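 active = activation above the mean over all tested compounds plus 3 SD, cut at about 30% in these data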;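 note: rise in fluorescence read as greater calcium sensitivity of cardiac thin filaments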
# dFosB act: enhances mouse delta FosB homodimer DNA binding; P13346; purified delta FosB, TAMRA-CDK5 oligo fluorescence polarization; percent of positive-control signal above neutral wells; activation, % at 25 µM; 340,000 tested, 0.99% active;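 active = mean activation above about 17%, with every replicate also reaching it, limit read from the data, passing the limit was not always enough; inconclusive = only one of the two conditions met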;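 note: fluorescence polarization rise as delta FosB binds a TAMRA Cdk5 AP-1 oligo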
# Cardiac RTF inh: cardiac RTF calcium desensitization. AID 493244. IANBD-labeled cardiac RTF, Ca2+ fluorescence. inhibition, % at 7.15 µM. 340,000 tested, 0.12% active;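 active = inhibition above the mean inhibition of all tested compounds plus 3 SD, cut at about 17% in these data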;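 note: assay run at fixed EC70 calcium of 1.6 mM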
# C-LANA FP: inhibitors of KSHV LANA C-terminal domain DNA binding; MBP-C-LANA/FAM-LBS DNA binding, fluorescence polarization; inhibition, % at 9 µM; 340,000 tested, 0.078% active;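 active = highest replicate inhibition at or above 60% at 9 µM, even if other replicates fall short; inactive = all replicates below 60% inhibition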;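 note: 0% = neutral control wells and 100% = 4 µM acridine orange control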
# Keap1-Nrf2 PPI: Keap1-Nrf2 (human) interaction inhibition; Q14145; 340,000 tested, 0.15% active; Keap1 Kelch-Nrf2 peptide fluorescence polarization, 1536-well; inhibition, % at 9.4 µM; in the data active = inhibition above about 12%; inconclusive = no clear call, values can overlap the other calls; inactive = below about 7.3%;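 note: human Keap1 Kelch domain with fluorescein labeled Nrf2 9mer peptide probe; 0% = neutral control wells and 100% = peptide positive control; higher means more block of Keap1 binding to Nrf2 peptide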
# Rtt109 HAT inh: blocks Candida albicans Rtt109/Vps75 acetyltransferase activity; AID 540336; purified Rtt109/Vps75, ThioGlo CoA-SH fluorescence, 4 h; inhibition, % at 34.9 µM; Q5AAJ8; 330,000 tested, 0.16% active;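 active = inhibition of at least 50% in every replicate; inconclusive = best replicate reaches 50% inhibition but some replicates fall short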
# Target sequence (Q5AAJ8 whole entry, looked up): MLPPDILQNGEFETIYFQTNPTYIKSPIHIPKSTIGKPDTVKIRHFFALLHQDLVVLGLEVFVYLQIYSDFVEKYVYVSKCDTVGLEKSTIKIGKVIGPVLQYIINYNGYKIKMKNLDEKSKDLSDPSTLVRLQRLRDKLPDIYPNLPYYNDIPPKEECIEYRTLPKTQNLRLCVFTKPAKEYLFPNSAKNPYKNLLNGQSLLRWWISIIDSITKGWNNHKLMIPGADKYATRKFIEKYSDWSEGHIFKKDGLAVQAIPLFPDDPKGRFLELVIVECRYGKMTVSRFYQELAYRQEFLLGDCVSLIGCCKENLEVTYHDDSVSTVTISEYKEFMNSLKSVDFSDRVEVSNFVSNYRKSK
# PfHsp90 set2: growth inhibition of yeast expressing Plasmodium Hsp90. S. cerevisiae expressing PfHsp90, BacTiter-Glo ATP, 48 h; yeast lacking PDR1 and PDR3 efflux regulators. inhibition, % at 9.4 µM. 310,000 tested, 0.32% active;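 active = every replicate shows inhibition above about 80%, whatever the replicate mean, limit read from the data; inconclusive = mean inhibition reaches the set limit but some replicate falls short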;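 note: 0% = DMSO neutral controls and 100% = 20 µM radicicol positive controls; yeast relying on Plasmodium falciparum Hsp90 in place of its own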
# CDK5 p35 inh: blocks human CDK5/p35 kinase activity. Q00535+Q15078. Recombinant CDK5/p35, ADP-Glo luminescence, 60 min. inhibition, % at 10 µM. 330,000 tested, 0.01% active. AID 488839;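 active = highest replicate inhibition of at least 50% and at least 75% of replicates reaching 50%; inconclusive = only one of the two criteria met; inactive = both criteria failed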;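 note: plate controls were DMSO neutral control for no effect and GW8510 at 10 µM for full effect; many of its hits are not listed in these tables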
# Target sequence (Q00535 whole entry, looked up): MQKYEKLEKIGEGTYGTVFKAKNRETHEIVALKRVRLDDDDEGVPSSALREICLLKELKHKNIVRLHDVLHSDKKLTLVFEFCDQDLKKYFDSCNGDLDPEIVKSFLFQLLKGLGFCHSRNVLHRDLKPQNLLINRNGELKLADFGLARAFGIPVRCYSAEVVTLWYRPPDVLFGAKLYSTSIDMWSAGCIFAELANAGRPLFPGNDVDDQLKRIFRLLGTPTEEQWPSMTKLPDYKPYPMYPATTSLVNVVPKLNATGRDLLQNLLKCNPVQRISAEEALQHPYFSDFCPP
# Target sequence (Q15078 whole entry, looked up): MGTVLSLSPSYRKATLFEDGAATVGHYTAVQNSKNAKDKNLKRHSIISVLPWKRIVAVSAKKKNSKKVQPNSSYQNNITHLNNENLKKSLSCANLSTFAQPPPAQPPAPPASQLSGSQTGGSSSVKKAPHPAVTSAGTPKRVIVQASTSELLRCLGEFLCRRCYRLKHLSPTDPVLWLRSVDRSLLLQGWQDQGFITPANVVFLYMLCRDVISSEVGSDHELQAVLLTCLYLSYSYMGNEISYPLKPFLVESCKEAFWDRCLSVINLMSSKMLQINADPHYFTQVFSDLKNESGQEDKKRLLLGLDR
# Mot1-301 SUMO: SUMOylation pathway inhibition by Mot1-301 growth rescue | S. cerevisiae Mot1-301 growth rescue, ATP luminescence, 38.5C; percent above DMSO median, 100 means doubled | growth rescue, % at 18.8 µM | 320,000 tested, 1% active | AID 2716;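 active = every valid replicate shows activation above 250% relative to neutral control wells; inactive = the rest, any valid replicate at or below 250%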;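 note: OY570 slx delta 5 strain wells were the positive control but not used for scaling; some compounds called inactive have numbers as strong as hits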
# * marks the source's active call; other numbers are inactive results; ? = inconclusive; . = not tested or not shown.
# Results follow in this order: NSD2 HMT inh	PvdQ inh	cardiac RTF act	dFosB act	Cardiac RTF inh	C-LANA FP	Keap1-Nrf2 PPI	Rtt109 HAT inh	PfHsp90 set2	CDK5 p35 inh	Mot1-301 SUMO
CNS(=O)(=O)c1cccc(C(=O)NCC2CCCCC2)c1
    .	-6	-4	-6	-10	-0.3	3	11	-7	0.2	6
Cc1ccsc1/C=N/NC(=S)NCCc1ccccc1
    3	-15	1	-1	-8	-0.7	-3	-1	-7	0.9	1
CC1CCN(C(=O)CN(c2ccc3c(c2)OCO3)S(C)(=O)=O)CC1
    -4	7	9	-3	0	0.8	-3	2	22	-1.5	-8
O=C(Nc1nc2ccccc2s1)c1ccc2c(c1)OCO2
    -2	-9	3	?	3	-0.9	-1	-12	-20	-0.1	45
COc1ccc2c(c1)CCc1cnc(N)nc1-2
    3	6	-3	-7	-7	1.1	2	-4	-5	7.0	3
O=S(=O)(c1ccc(Cl)c(F)c1)N1CCC(c2nc(-c3ccncc3)no2)CC1
    6	-7	1	-2	-4	-0.2	1	-2	1	0.8	-16
COc1ccccc1[C@@]1(C)ON(c2ccccc2C(F)(F)F)C1=O
    .	3	-7	-1	-2	-0.4	-3	9	-12	3.9	326*
Cc1ccc(OCC(=O)N2CCOCC2)c([N+](=O)[O-])n1
    1	-7	5	-9	-10	-0.4	-4	-2	-9	1.4	172
O=C(O)CCC(=O)NNC(=O)c1ccc(Br)cc1
    3	1	2	-3	0	0.1	-1	15	10	-1.2	1
Cn1ncc(Br)c1NC(=O)c1cc(Cl)cc(Cl)c1
    3	-7	-6	-1	-12	-1.1	-1	4	-9	-0.2	85
CCOc1cc(S(=O)(=O)NCCc2ccc(OC)c(OC)c2)c(OCC)cc1-n1cnnn1
    41	-9	-5	-5	-4	-0.6	2	3	.	-0.1	20
Cc1ccccc1CN(c1ccc(C(=O)NCC2CCCO2)cc1)S(C)(=O)=O (stereo not given)
    -1	-11	8	-6	-6	0.6	1	-24	31	-1.2	-7
CC(=O)c1c(CC(=O)O)[nH]n(-c2nc3ccccc3s2)c1=O
    17	-10	5	-9	-11	2.2	0	-14	44	-1.6	-33
COCC1CCN(C(=O)c2cc(COc3ccc(-n4cncn4)cc3)on2)C1 (stereo not given)
    3	-5	-8	-2	-10	1.1	0	-12	-8	-0.3	3
COc1ccc(N(CCCN2C(=O)c3cccc4cccc(c34)C2=O)C(=O)c2ccncc2)cc1
    -1	-3	-4	6	-3	-1.8	1	4	-12	0.5	-11
COc1cc(N)c(Cc2nccc3cc(OC)c(OC)cc23)cc1OC
    6	-9	10	-12	0	0.7	-4	-8	-9	-0.3	4
COc1ccc(COC(=O)CNC(=O)C2CCCCC2)cc1F
    -1	-10	4	-4	-1	-3.7	4	-4	-1	-3.0	-7
Cc1ccnc(NC(=O)CCCNC(=O)c2ccc(Cl)cc2)c1
    1	-11	2	0	-15	0.0	3	-5	.	0.2	15
CCN(C(=O)CSc1nncn1-c1ccccc1)C1CCS(=O)(=O)C1 (stereo not given)
    0	-10	-2	-1	-24	0.3	2	-19	.	0.1	.
CC(=O)c1cccc(NC(=O)C(C)OC(=O)CNC(=O)c2ccc(C)s2)c1 (stereo not given)
    -1	-4	1	-6	-5	-1.7	0	3	-8	-1.1	.
CCOc1ncccc1C(=O)Nc1cc(S(=O)(=O)N2CCCCCC2)ccc1OC
    0	-11	4	-11	-23	1.1	4	-12	-31	2.0	.
CN(C)c1ccc(/C=N/N2C(=O)c3ccccc3C2=O)cc1
    -1	-14	1	-1	-11	1.2	-5	-10	-7	0.9	254
Cc1ccccc1Cn1ccc(NC(=O)c2nn(C)cc2[N+](=O)[O-])n1
    1	-1	0	3	10	-0.3	0	14	26	-0.7	-12
COc1ccc(CN2C(=O)CCC2(C)C(=O)NCc2cccnc2)c(OC)c1 (stereo not given)
    -4	0	4	0	-6	-1.8	1	2	-3	-0.3	-22
Cc1ccnc(SCc2cc(=O)c(OC(=O)c3ccco3)co2)n1
    1	-3	3	0	1	-0.9	4	13	18	-0.7	-10
N#Cc1c(Cl)nsc1NC(=O)c1ccccc1
    -1	6	4	-10	-2	0.6	-5	.	5	0.8	-19
O=C(Nc1ccccc1)Nc1nc2ccccc2s1
    -4	-12	1	0	-3	0.3	2	2	-5	-0.3	-8
Cc1nc(NCc2ccccn2)c2ccccc2n1
    3	7	2	-3	-2	-0.3	2	-2	-3	-0.8	143
CC1(C)NC(=O)N(CC(O)COc2cccc(F)c2)C1=O (stereo not given)
    .	12	3	2	-11	-0.8	4	-8	-10	-1.6	15
COc1ccc(F)cc1C(=O)C1CCCN(Cc2ccc(Sc3nncn3C)o2)C1 (stereo not given)
    -1	-10	9	-10	3	1.9	-5	2	6	-0.8	12
Cc1cccn2c(=O)c(C=O)c(N3CC(C)OC(C)C3)nc12 (stereo not given)
    2	-10	-2	-4	-1	-0.4	-3	3	-30	-1.5	108
CC(=O)NC(=S)Nc1ccc(NC(=S)NC(=O)c2ccc([N+](=O)[O-])cc2)cc1
    0	-15	4	14	-3	0.2	0	3	6	0.6	6
NC(=O)CC[C@H](NC(=O)c1ccc(F)cc1)C(=O)OCC(=O)NCc1ccc(F)cc1
    -7	-8	-3	0	-4	-1.3	0	-1	-15	-3.2	176
CCOC(=O)N1CCN(Cc2nc3cc([N+](=O)[O-])ccc3n2CC)CC1
    6	-9	-1	-6	-5	-0.5	-2	-4	14	-0.6	-11
Cc1ccccc1OCC(=O)Nc1ccccc1N1CCCCC1
    0	-16	0	-12	-6	0.7	-2	8	-18	-0.3	-23
COc1ccc(-n2c(=S)[nH]c3cc(C(=O)NCc4cccnc4)ccc3c2=O)cc1
    0	9	-7	-2	-10	-1.7	-3	-5	-2	0.9	-3
C[C@H](NC(=O)[C@@H]1Cc2ccccc2CN1)C(=O)NC[C@H]1CC[C@H](C(=O)O)CC1
    0	-12	4	0	-3	-1.7	-4	-2	6	0.3	-28
O=C(NCCCN1CCOCC1)c1ccccc1
    -1	-9	9	-4	4	0.5	1	-7	-3	3.6	1
NS(=O)(=O)c1cccc(NC(=O)COC(=O)c2cc(-c3ccc(Cl)cc3)nc3ccccc23)c1
    -4	-10	6	-16	3	1.3	1	2	-12	1.0	8
O=C(COc1ccc(/C=N/NC(=O)c2ccc(O)cc2)cc1)Nc1ccc([N+](=O)[O-])cc1
    -1	-7	1	-4	-1	-0.9	-4	6	-32	0.0	0

# Exported with each value named: entries from further up
> Cc1cccn2c(=O)c(C=O)c(N3CC(C)OC(C)C3)nc12 (stereo not given)
  NSD2 HMT inh: 2
  PvdQ inh: -10
  cardiac RTF act: -2
  dFosB act: -4
  Cardiac RTF inh: -1
  C-LANA FP: -0.4
  Keap1-Nrf2 PPI: -3
  Rtt109 HAT inh: 3
  PfHsp90 set2: -30
  CDK5 p35 inh: -1.5
  Mot1-301 SUMO: 108

> CC(=O)NC(=S)Nc1ccc(NC(=S)NC(=O)c2ccc([N+](=O)[O-])cc2)cc1
  NSD2 HMT inh: 0
  PvdQ inh: -15
  cardiac RTF act: 4
  dFosB act: 14
  Cardiac RTF inh: -3
  C-LANA FP: 0.2
  Keap1-Nrf2 PPI: 0
  Rtt109 HAT inh: 3
  PfHsp90 set2: 6
  CDK5 p35 inh: 0.6
  Mot1-301 SUMO: 6

# Next section.
SMILES | NSD2 HMT inh | PvdQ inh | cardiac RTF act | dFosB act | Cardiac RTF inh | C-LANA FP | Keap1-Nrf2 PPI | Rtt109 HAT inh | PfHsp90 set2 | CDK5 p35 inh | Mot1-301 SUMO
Oc1ccccc1Nc1ccccn1 | . | -11 | 6 | -6 | -6 | 1.3 | -8 | 1 | -14 | 0.7 | 14
Oc1c(CN2CCCCC2)cc(COCc2ccccc2)c2cccnc12 | . | 1 | -1 | 6 | 8 | 1.4 | -5 | -6 | -8 | -1.5 | -6
CCC(=O)NC(=S)Nc1cccc(Cl)c1N1CCCC1 | 3 | -2 | -1 | -12 | 0 | 2.4 | 5 | 12 | . | 1.8 | 3
O=C1COc2ccc(C(=O)COC(=O)Cn3cnc4ccccc43)cc2N1 | -1 | 9 | 5 | -1 | 3 | -2.0 | -4 | -6 | 17 | 1.3 | 2
N#CCSc1nnc(CNc2ccc(F)cc2)o1 | -1 | -15 | 7 | 3 | 3 | 1.0 | -3 | -2 | . | -0.3 | -22
CCN=C(Nc1ccc(Cl)cc1)c1cccnc1 | 2 | -6 | -2 | 2 | -9 | -1.1 | 0 | -3 | 24 | -1.0 | .
COC(=O)c1cc(OC)c(OC)cc1NC(=O)c1cc(OC)cc(OC)c1 | 0 | -5 | 1 | 23* | -6 | -0.8 | 2 | -12 | -1 | -0.2 | 0
Cc1coc(NC(=O)CSc2nc(-c3ccc(Cl)cc3)cc(C(F)(F)F)c2C#N)n1 | -4 | 1 | 2 | -3 | -9 | 2.1 | 0 | 3 | -16 | 0.8 | .
O=C(NCc1ccccc1)Oc1cccc(Cl)c1 | 2 | -10 | 3 | 1 | -4 | -1.3 | 2 | -3 | 7 | 2.0 | 908
Cn1c(CSCc2ccccc2)nnc1SCC(=O)Nc1ccc(C(=O)O)cc1 | -12 | 3 | -5 | -1 | 6 | 0.4 | 2 | 0 | -5 | 1.0 | -8
O=C(NC1CCCC1)c1cc(-c2ccc(Cl)c(Cl)c2)on1 | -2 | -10 | -1 | 0 | 9 | 2.1 | -4 | 1 | -21 | 0.2 | -12
CCOc1ccc(C(=O)/C=C/Nc2ccc(S(=O)(=O)Nc3onc(C)c3C)cc2)cc1 | 8 | 7 | 7 | -7 | 10 | 0.8 | 1 | 12 | -19 | -1.3 | -8
CC(N=C1NS(=O)(=O)c2ccccc21)C(=O)Nc1ccc(F)cc1Cl (stereo not given) | -5 | -11 | 0 | 2 | -11 | 0.3 | -2 | 0 | -26 | 0.9 | -2
C/C(=N\NS(=O)(=O)c1ccccc1)c1ccc2c(c1)OCCO2 | -3 | -16 | 3 | -10 | -4 | -0.2 | -6 | 5 | 11 | -0.7 | -8
CN(C)S(=O)(=O)c1ccc(NC(=O)CN2CCCCCC2)cc1 | -1 | -13 | -3 | -4 | -5 | -0.8 | -4 | -5 | 20 | 3.8 | -15

# Single records, as listed above:
# Record of `CCC(=O)NC(=S)Nc1cccc(Cl)c1N1CCCC1` → NSD2 HMT inh = 3; PvdQ inh = -2; cardiac RTF act = -1; dFosB act = -12; Cardiac RTF inh = 0; C-LANA FP = 2.4; Keap1-Nrf2 PPI = 5; Rtt109 HAT inh = 12; PfHsp90 set2 = .; CDK5 p35 inh = 1.8; Mot1-301 SUMO = 3
# Record of `Cc1coc(NC(=O)CSc2nc(-c3ccc(Cl)cc3)cc(C(F)(F)F)c2C#N)n1` → NSD2 HMT inh = -4; PvdQ inh = 1; cardiac RTF act = 2; dFosB act = -3; Cardiac RTF inh = -9; C-LANA FP = 2.1; Keap1-Nrf2 PPI = 0; Rtt109 HAT inh = 3; PfHsp90 set2 = -16; CDK5 p35 inh = 0.8; Mot1-301 SUMO = .

# From PubChem BioAssay
